High-throughput results as filed in PubChem.
DSG3 Ab inh – inhibitors of pemphigus antibody binding to DSG3, primary screen, biochemical, bead-based, flow cytometry, scFv-GFP | Desmoglein-3 (Homo sapiens), P32926 | DSG3-coupled beads, scFv-anti-DSG3-GFP binding; stronger effect = lower value | binding (percent of control), % at 10 µM | 310,000 compounds, 0.48% hits | AID 588358, 2011;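 active = binding more than 3 SD below its plate's average and above zero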; also: some compounds called inactive have numbers as strong as hits
PKA-R1A act – activators of PKA-R1A holoenzyme, primary screen, biochemical, fluorescence polarization, Cy5-IP20, bovine R1A, mouse PKAc; AID 504707, 2011; 340,000 compounds, 0.083% hits; PKA-R1A dissociation; scaled: DMSO 0%, 113 µM cGMP 100%; cAMP-dependent protein kinase type I-alpha regulatory subunit (Bos taurus) + …; activation, % at 11.4 µM;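 active = percent activation above the mean of all tested compounds plus 3 SD, cut at about 19% in these data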;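 also: higher means more PKAc released from R1A so a rise in polarization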
HTR5A inv ctr – HTR5A inverse agonists in luminescence cell assay, primary screen, counter-screen for OPRM1-OPRD1 heterodimer inverse agonist project, full-deck HTS; 5-hydroxytryptamine receptor 5A (Homo sapiens), P47898; HTR5A cell line, inverse agonism; inhibition, % at 9.3 µM; 340,000 compounds, 0.083% hits; in the data active = inhibition mostly above about 23%, no sharp cut-off; inactive = mostly below about 18%;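 also: 0% = cells with DMSO and 100% = no-cell wells with DMSO; some compounds called inactive have numbers as strong as hits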
OPRM1-OPRD1 inv – inverse agonists of MOR-DOR heterodimerization, primary screen, cell-based, luminescence; 340,000 compounds, 0.21% hits; Mu-type opioid receptor (Homo sapiens) + Delta-type opioid receptor (Homo sapiens), …; cell-based MOR-DOR heterodimer luminescence, inverse agonism; inhibition, % at 9.3 µM; AID 504357, 2011; in the data active = inhibition above about 22%, passing the limit was not always enough;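 also: 0% = cells with DMSO and 100% = wells without cells with DMSO; values of inactives mirror those of a sister screen read the other way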
Target sequence (P35372 whole entry, looked up): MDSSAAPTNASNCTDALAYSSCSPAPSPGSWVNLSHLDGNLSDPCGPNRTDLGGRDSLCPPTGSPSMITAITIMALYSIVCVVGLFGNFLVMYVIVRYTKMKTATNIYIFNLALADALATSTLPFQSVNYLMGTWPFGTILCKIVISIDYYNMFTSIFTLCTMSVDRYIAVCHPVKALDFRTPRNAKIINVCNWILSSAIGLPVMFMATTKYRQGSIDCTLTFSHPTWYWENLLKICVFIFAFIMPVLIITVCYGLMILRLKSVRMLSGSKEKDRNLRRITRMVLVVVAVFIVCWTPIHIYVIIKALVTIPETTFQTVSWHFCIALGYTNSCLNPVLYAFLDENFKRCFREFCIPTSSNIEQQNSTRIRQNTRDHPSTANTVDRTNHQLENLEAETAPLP
Target sequence (P41143 whole entry, looked up): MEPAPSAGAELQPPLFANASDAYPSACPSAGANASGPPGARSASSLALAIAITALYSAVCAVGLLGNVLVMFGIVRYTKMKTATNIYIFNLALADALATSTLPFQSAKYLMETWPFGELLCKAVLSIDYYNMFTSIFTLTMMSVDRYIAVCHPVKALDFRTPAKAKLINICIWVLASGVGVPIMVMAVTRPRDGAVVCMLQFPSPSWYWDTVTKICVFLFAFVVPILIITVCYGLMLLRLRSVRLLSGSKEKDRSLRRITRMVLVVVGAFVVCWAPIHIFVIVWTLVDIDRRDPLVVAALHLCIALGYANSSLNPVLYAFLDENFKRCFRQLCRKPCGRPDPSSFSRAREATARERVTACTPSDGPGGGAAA
HTR5A ag – HTR5A agonists in luminescence cell assay, primary screen, counter-screen for OPRM1-OPRD1 heterodimer agonist project, full-deck HTS | 340,000 compounds, 0.61% hits | cell-based | 5-hydroxytryptamine receptor 5A (Homo sapiens), P47898 | activation, % at 9.3 µM; in the data active = activation mostly above about 9.5%, no sharp cut-off; inactive = mostly below about 7.6%;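 also: 0% = cells with vehicle only and 100% = reference agonist; strong numbers were not always called active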
OPRM1-OPRD1 ag – agonists of OPRM1-OPRD1 heterodimerization, primary screen, cell-based, luminescence; Mu-type opioid receptor (Homo sapiens) + Delta-type opioid receptor (Homo sapiens), …; cells; activation, % at 9.3 µM; 340,000 compounds, 0.3% hits; AID 504326, 2011; in the data active = activation above about 18%;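 also: 0% = vehicle-treated cells and 100% = reference agonist; values of inactives mirror those of a sister screen read the other way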
PfHsp90 yeast 2 – growth inhibition of PfHsp90-expressing yeast, primary screen, antimalarial PfHsp90 inhibitor project, S. cerevisiae, BacTiter-Glo luminescence, single point, set 2 | AID 504621, 2011 | BacTiter-Glo ATP, 48 h; yeast lacking PDR1 and PDR3 efflux regulators | 310,000 compounds, 0.32% hits | inhibition, % at 9.4 µM;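 active = every replicate shows inhibition above about 80%, whatever the replicate mean, limit read from the data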;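 also: 0% = DMSO neutral controls and 100% = 20 µM radicicol positive controls; yeast relying on Plasmodium falciparum Hsp90 in place of its own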
E coli growth – E. coli V3065 growth inhibition, primary screen, counter-screen for AddAB inhibitor project, absorbance, OD600; inhibition, % at 11.9 µM; AID 449728, 2010; 330,000 compounds, 0.27% hits; 18 h;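 active = inhibition above the campaign's mean inhibition across all tested compounds plus 3 SD, cut at about 9.9% in these data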;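 also: uninfected addAB+ strain grown without phage in ampicillin broth; 0% = DMSO wells and 100% = ciprofloxacin 0.95 µg/ml wells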
SUMO Mot1 rescue – yeast Mot1-301 growth rescue at high temperature, primary screen, SUMOylation pathway inhibitor project, S. cerevisiae, ATP luminescence, 38.5C; growth rescue, % at 18.8 µM; 320,000 compounds, 1% hits; AID 2716, 2010; S. cerevisiae Mot1-301 growth rescue; percent above DMSO median, 100 means doubled;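 active = every valid replicate shows activation above 250% relative to neutral control wells; inactive = the rest, any valid replicate at or below 250%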;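 also: OY570 slx delta 5 strain wells were the positive control but not used for scaling; some compounds called inactive have numbers as strong as hits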
phage Ecoli inh – growth loss of phage-infected E. coli, primary screen, RecBCD inhibitor project, absorbance, with phage, HTS; inhibition, % at 11.9 µM; 360,000 compounds, 0.26% hits; AID 651602, 2012; in the data active = inhibition above about 11%
AddAB inh – growth inhibition of E. coli expressing H. pylori AddAB, primary screen, AddAB inhibitor project, absorbance. AID 435030, 2010. inhibition, % at 11.9 µM. 330,000 compounds, 0.29% hits; in the data active = inhibition above about 12%;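 also: 0% = vehicle wells of infected cells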
Starred values were filed as active, the others as inactive; / = no result given.

canonical_smiles	DSG3 Ab inh	PKA-R1A act	HTR5A inv ctr	OPRM1-OPRD1 inv	HTR5A ag	OPRM1-OPRD1 ag	PfHsp90 yeast 2	E coli growth	SUMO Mot1 rescue	phage Ecoli inh	AddAB inh
CCCN(C(=O)Cc1coc2cc(OC)ccc12)C1CCS(=O)(=O)C1 (stereo unspecified)	106	1	-17	8	1	-1.9	17	0.7	13	3.1	0.5
O=C(c1ccccc1)c1ccc(OCC(O)CNCc2ccc(Cl)cc2)cc1 (stereo unspecified)	105	-6	-28	-20	8	4.2	1	1.1	1	2.6	0.2
CCCn1c(C2CCCN2c2nc(-c3ccc(OC)cc3)cs2)nc2ccccc21 (stereo unspecified)	98	2	-6	8	2	-1.4	-2	-1.4	135	/	2.6
COc1cccc(NC(=O)N2CCCC2C(=O)NCc2ccccc2F)c1 (stereo unspecified)	119	2	5	-4	-2	0.8	-49	1.4	5	3.1	3.0
Cc1cccc(NC(=O)COc2ccc(Br)cc2)n1	100	2	-2	-10	5	1.8	-29	-2.7	-1	2.6	0.8
Cc1ccc(S(=O)(=O)N2CCCCC2)cc1C(=O)OC(C)C(=O)NCC1CCCCC1 (stereo unspecified)	94	-1	-23	-10	8	1.6	/	/	/	1.1	/
COc1ccc(N2C(=O)C(Cl)=C(Nc3ccc(OC)cc3OC)C2=O)cc1	98	-18	-1	0	0	-0.1	-8	2.5	4	0.2	3.3
COCCNC(=O)c1onc(CCl)c1C(=O)OC	106	11	-6	13	2	-2.1	0	-0.3	-1	2.2	3.2
CN(c1ccccc1)c1nc(N)c([N+](=O)[O-])c(Nc2ccccc2)n1	96	12	8	-6	-2	1.1	39	-2.3	17	0.6	-1.6
COc1ccc(CCNC(=O)Cn2ccc3c(OC)cccc3c2=O)cc1OC	101	-11	-8	10	2	-1.9	-17	-1.5	-7	-1.1	-1.7
CC12CCC(C1)C(C)(C)C2OC(=O)c1ccccc1C(=O)O (stereo unspecified)	100	11	-24	5	0	-1.1	11	2.3	5	3.1	1.9
O=C(N[C@@H](c1ccccc1)[C@@H]1C[C@H]1C(=O)NCc1ccccn1)OCc1ccccc1	92	2	-8	-1	3	0.1	50	-1.5	-1	0.5	0.0
CC(Oc1cc(F)ccc1[N+](=O)[O-])C(=O)Nc1ccc(S(=O)(=O)N2CCCC2)cc1 (stereo unspecified)	98	13	-15	-2	0	0.3	15	0.5	10	0.5	1.5
O=C(NCCCCc1ccccc1)c1ccccc1	104	8	-3	14	1	-2.7	8	3.8	-14	3.8	1.7
Cc1ccc(/C=C/C(=O)Nc2nccs2)o1	116	2	-11	8	2	-1.5	7	-1.0	9	3.3	3.4
C[C@@H]1C=C(C(=O)N2CCN(Cc3ccc4c(c3)OCO4)CC2)O[C@H](OCCCCO)C1	106	9	24	6	-10	-1.2	-8	-0.2	18	2.5	1.9
FC(F)(F)c1cnc(N2CCC(=NOCc3ccc(Cl)cc3)CC2)c(Cl)c1	99	-2	-1	13	0	-2.7	-5	-1.2	-8	3.2	1.1
COC(=O)c1cc(NC(=O)c2cc(C(C)(C)C)nn2Cc2cccc(C)c2)ccc1N1CCOCC1	111	-12	-35	3	2	-0.7	7	0.7	8	-2.9	1.1
O=C(COC(=O)c1ccccc1O)NC12CC3CC(CC(C3)C1)C2	/	-11	-2	2	1	-0.5	3	-0.2	-15	2.6	0.3
CCOc1ccccc1C(=O)Nn1c(C2CCC2)nc2ccccc2c1=O	108	-3	-27	-2	7	0.5	11	-3.1	-14	-0.7	2.2
CC1CCC(C(C)C)C(OC(=O)C[n+]2cc(-c3ccc(Cl)cc3)n3c2CCCCC3)C1 (stereo unspecified)	106	0	-1	1	2	-0.3	0	1.3	-16	3.4	0.7
Cc1ccccc1C(=O)Nc1ccccc1	93	-12	7	0	-3	0.0	-19	-0.6	0	4.5	5.7
Cc1cc(NS(=O)(=O)c2c(C(=O)N3CCOCC3)c(C)n(C)c2C)ccc1Br	/	-8	11	-1	-1	0.1	-24	-2.9	183	1.3	-1.7
CC1CC(C)(C)N(C(=O)CN2C(=O)CCC2=O)c2ccccc21 (stereo unspecified)	99	-2	-24	5	9	-1.0	-6	-0.4	371*	0.1	3.3
COc1ccc(/C=C2\SC(=O)N(CCNC(=O)CN3C(=O)NC4(CCCC4)C3=O)C2=O)cc1	99	-4	-5	5	-2	-0.9	-20	0.4	96	1.7	4.5
Cc1c(NC(=O)Nc2ccc(Cl)c(Cl)c2)c(=O)n(-c2ccccc2)n1C	103	-12	0	-9	4	1.6	/	-1.6	63	2.7	0.6
CC(C)C[C@@H](CNCC(=O)[C@H](CC(C)C)NC(=O)c1[nH]cnc1C(=O)N[C@H](CN)CC(C)C)NC(=O)c1nc[nH]c1C(=O)N[C@@H](CC(=O)O)C(=O)O	98	-5	-3	13	1	-2.8	-10	/	/	2.0	/
CCOc1ccc(S(=O)(=O)NCCSc2ccccc2)cc1	/	-7	-18	-25	2	4.8	-5	0.8	11	2.8	1.8
CC(C)NC(=O)c1ccc2c(c1)N(CC(=O)NC1CCCCC1)C(=O)C(C)(C)O2	93	7	-9	8	2	-1.2	-131	/	/	3.8	/
COC(=O)CS(=O)(=O)c1cc(Br)cc2c1N(C(C)=O)CC2	102	-14	21	6	-9	-1.1	/	-0.2	8	-0.5	2.5
COc1ccc(C)c2sc(=NC(=O)c3ccccc3)n(C)c12	105	-8	7	12	3	-2.2	15	-0.2	23	100*	-3.7
COc1cc(C(=O)NCCC(C)C)ccc1OCc1ccc(Cl)cc1Cl	107	11	2	-7	3	1.4	12	-0.7	-10	1.6	-1.7
CCc1ccc(C2CC(c3ccc(Cl)cc3)=NNC2=O)cc1 (stereo unspecified)	104	-3	3	-40	-1	8.0	/	2.9	-20	3.8	4.0
C[C@H](CO)N1C[C@H](C)[C@@H](CN(C)C(=O)Nc2ccc(C(F)(F)F)cc2)Oc2ccc(NS(=O)(=O)c3cccs3)cc2C1=O	110	-3	5	8	4	-1.4	-11	3.1	-24	3.0	1.1
CCOc1cc2[nH]c(=O)n(CCC(=O)NCc3ccc(OC)cc3)c(=O)c2cc1OCC	/	3	-10	7	3	-1.3	/	3.8	62	0.8	4.8
CCN(CC)C(=O)C1CCCN(c2ccc([N+](=O)[O-])cc2)C1 (stereo unspecified)	98	-1	5	8	-2	-1.8	-10	-1.1	-17	0.3	2.0
COc1ccc(-n2cnc3c(cnn3CCC#N)c2=N)cc1	101	0	8	5	1	-1.1	/	-1.6	6	1.0	4.5
Cc1ccc(C(=O)OCC(=O)Nc2ccc3[nH]c(=O)[nH]c3c2)o1	105	-6	5	14	-2	-2.6	/	-0.7	-3	0.8	2.5
COCCN(C(=O)Cn1nnc2ccccc21)C(C(=O)NC1CCCC1)c1cccc(OC)c1OC (stereo unspecified)	111	-9	-5	10	2	-1.8	5	2.2	246	3.5	2.5
C[C@H]1CN([C@@H](C)CO)C(=O)c2cccc(NC(=O)Nc3ccc(F)cc3)c2O[C@@H]1CN(C)Cc1ccc(C(=O)O)cc1	100	-4	11	18	1	-3.1	-25	-1.1	-4	1.0	-0.4
CCOc1ccccc1N1CC(C(=O)Nc2ccccc2CC)CC1=O (stereo unspecified)	100	-11	-10	5	0	-0.8	-91	-2.4	-15	-0.7	-0.5
COC(=O)c1ccc(N2CCN(C)CC2)c(NC(=O)c2cccnc2)c1	104	-5	6	5	-2	-1.0	-19	-0.4	11	1.4	1.5
CN1C=CC=C/C1=C(\C#N)c1nc2ccccc2[nH]1	103	-12	12	6	-1	-1.1	-24	0.6	4	-1.6	0.6
CCOCCCNC(=O)C(c1ccccc1)N(Cc1ccc2c(c1)OCO2)C(=O)c1ccccc1O (stereo unspecified)	89	1	2	11	-1	-2.1	-30	-0.3	0	1.4	2.8
Nc1nc(SCC(=O)Nc2ccc([N+](=O)[O-])cc2)[nH]c(=O)c1NC(=O)c1ccc(Br)cc1	108	-6	8	10	3	-3.1	-2	-0.4	6	-0.9	0.2
CC(OC(=O)CCN=C1NS(=O)(=O)c2ccccc21)C(=O)Nc1ccccc1F (stereo unspecified)	99	-13	-2	20	1	-3.8	14	0.9	-7	2.2	1.4
CN(C(=O)Nc1ccc(Cl)cc1Cl)C1CCCC1	96	-5	8	10	-4	-2.0	-2	0.5	-9	1.1	4.8
